Nrf2 ARE act: activates Nrf2 signaling; AREc32 ARE-luciferase reporter (MCF7-derived line), luminescence, 24 h; 0.31% of 410,000 active; AID 624171; Potency, µM (series often up to 46.1 µM), for the others: at the top dose activation, hits mostly activators; further: potency means the concentration at half of the fitted maximal effect; % of control where 0% means no effect; nearly all actives have a fitted effect of over 65% in size
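Each well held 1000 AREc32 cells, which were incubated with compound for 24 hr at 37 deg C after overnight attachment, and ARE reporter activity was quantified by firefly luciferase luminescence.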
ATXN2 expr inh: inhibitors of ATXN2 expression. 0.72% of 360,000 active. Potency, µM (series often up to 57 µM), without a hit: at the highest dose activity change, negative = inhibition, actives largely listed as inhibitors. HEK-293 ATXN2-luciferase reporter, luminescence, 24 h. AID 1745845; further: potency means the concentration at half of the fitted maximal effect; on the % scale 0 is the no-effect control and ±100 the full control effect; nearly all actives have a fitted effect of over 55% in size
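qHTS (up to 57 uM final) was run with 24 h compound exposure of reporter cells at 37 °C. Each well was multiplexed: SteadyGlo luminescence measured ATXN2-luciferase expression after a fluorogenic Gly-Phe-AFC viability readout (25 uM final).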
TGFb inhibitor: blocks TGF-b signaling; 1.2% of 410,000 active; HepG2 CAGA-GFP TGF-b/SMAD3 reporter, GFP fluorescence, 18 h; TGF-beta stimulated, 500 pg/mL final; Potency, µM (top dose mostly 46.1 µM), inactives show top-dose activity, negative = inhibition, most hits filed as inhibitors; further: potency means the concentration at half of the fitted maximal effect; on the % scale 0 is the no-effect control and ±100 the full control effect; nearly all actives have a fitted effect of over 65% in size
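TGF-beta reporter screen: HEPG2 CAGA-GFP, 1% FBS, 500 pg/mL TGF-beta final, 18 h; per-cell GFP summed per well; curves fitted and categorized by class.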
A549 viability: A549 cytotoxicity, counter-screen for Nrf2 inhibitors | 0.16% of 390,000 active | Potency, µM (highest dose often 46 µM), for inactives: at the top dose activity change, negative = cytotoxicity, most hits filed as inhibitors | AID 504648 | A549 ARE-Fluc cells, CellTiter-Fluor viability, 18-24 h; further: potency means the concentration at half of the fitted maximal effect; on the % scale 0 is the no-effect control and ±100 the full control effect
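A549 ARE-Fluc cells in 5% FBS OPTI-MEM, 5000 cells/well, rested 2 h then exposed to compounds in concentration-response for 18-24 h at 37 °C. Viability by CellTiter-Fluor fluorescence (Ex 405/Em 525) after 30 min; luciferase luminescence (BugLite, 15 min, RT) read afterwards.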
IL1B secr inh: blocks inflammasome-driven IL-1 beta release; AID 743279; activity change, % at 57.5 µM; 4.7% of 360,000 active; THP-1 LPS/ATP IL-1B secretion, AlphaLISA, 16 h; active compounds read low; in the data active means activity change below about -50%; inconclusive means mostly about -30% to -49%; further: on the % scale 0 is the no-effect control and ±100 the full control effect
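Secreted IL-1B measured by AlphaLISA bead assay after 16 h compound exposure of THP-1 cells; compounds (final up to 57.5 uM) added 1 h before LPS (250 ng/mL) and ATP (1.25 mM) stimulation; lower signal means less secretion.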
Nrf2 block: blocks Nrf2 signaling; A549 ARE-Fluc reporter, luciferase luminescence, 18-24 h; Potency, µM (top dose mostly 46 µM), inactives show at the top dose activity change, negative = inhibition, hits mostly inhibitors; 2.1% of 360,000 active; AID 504444; further: potency means the concentration at half of the fitted maximal effect; on the % scale 0 is the no-effect control and ±100 the full control effect; nearly all actives have a fitted effect of over 60% in size
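Concentration-response testing used A549 ARE_Fluc cells at 5000 cells/well. Following an 18-24 h compound incubation, viability was read by fluorescence (Ex 405/Em 525) and luciferase output by luminescence.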
MCF10A rerep: DNA re-replication induction in MCF 10a cells | MCF 10A DNA re-replication, Hoechst nuclear intensity, 48 h | 2.9% of 350,000 active | Potency, µM (highest dose often 46.1 µM), for inactives: at the top dose activity, positive = re-replication, actives largely listed as activators | AID 624296; further: potency means the concentration at half of the fitted maximal effect; % of control where 0% means no effect; nearly all actives have a fitted effect of over 50% in size
HepG2 viability: counter-screen for TGF-b inhibitors: cytotoxicity in HepG2 cells; Potency, µM (highest dose often 46.1 µM), for the others: at the highest dose activity change, negative = cytotoxicity, actives largely listed as cytotoxic; HepG2 CAGA-GFP viability, ATP luminescence, 18 h; 0.76% of 410,000 active; further: potency means the concentration at half of the fitted maximal effect; some results filed as inactive show a strong effect at the top dose
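HepG2 CAGA-GFP cells (1000/well, DMEM with 1% FBS) received compound, then TGF-beta at 500 pg/mL final, and were incubated 18 hours at 37 degrees C. Viability was read by CellTiter-Glo luminescence. Media-only wells were set as complete cell-killing and DMSO as no toxicity.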
S2 tox: cell viability loss in ATXN counter-screen; 0.49% of 400,000 active; S2 cells (HEK-293 line with an ATXN2-luciferase reporter) viability, CellTiter-Fluor protease fluorescence, 24 h; Potency, µM (series often up to 56.7 µM), actives largely listed as cytotoxic; further: potency means the concentration at half of the fitted maximal effect; nearly all actives have a fitted effect of over 40% in size
An asterisk follows results filed as active; i = inactive; ? = inconclusive; / = not tested or not shown; & = joins results of further samples; [ ] = another dose, or the depositor's remark. Unless noted, the call rests on the fitted dose curve; in most records, active means well fitted curve in the direction sought with a large enough effect; inconclusive means small, poorly fitted or top-dose-only effect, or another doubt; inactive means no such curve, though single readings can be large; an effect the other way counts as inactive or inconclusive. Compounds as they come; 8.8% or so of the library scored in one or more.

SMILES	Nrf2 ARE act	ATXN2 expr inh	TGFb inhibitor	A549 viability	IL1B secr inh	Nrf2 block	MCF10A rerep	HepG2 viability	S2 tox
COc1ccc(C(=O)COC(=O)CCCn2c(=O)oc3ccccc32)cc1	-0.4%	3.6%	4.4%	4.3%	-6.4	?	1.8%	2.0%	i
COc1ccc(NC(=O)c2nnn(CC(=O)Nc3c(C)cc(C)cc3C)c2N)cc1OC	0.4%	/	16.2%	8.9%	/	?	/	0.1%	/
CCOC(=O)c1c(C)[nH]c(C(=O)OCc2ccccc2F)c1C	4.1%	56.0%[activator]	-6.5%	-11.2%	-2.0	?	?	2.3%	i
COc1ccc(CCNC(=O)C(C)OC(=O)c2cccs2)cc1OC (stereo not given)	-0.8%	0.1%	21.1%	-2.7%	11.1	18.0%	-22.7%	5.6%	i
COc1ccc(-n2c(=O)c3ccc(C(=O)NCc4ccc(C)cc4)cc3n(CC(=O)Nc3cccc(F)c3)c2=O)cc1	-0.5%	10.6%	9.0%	-3.1%	/	-9.6%	/	11.5%	i
O=C1CC(=Nc2ccccc2)NN1c1ccccc1	2.1%	-18.6%	?	?	-4.1	?	?	-42.9%	?
COc1cccc(NC(=O)CN(C)C(=O)CC2Sc3ccccc3NC2=O)c1 (stereo not given)	3.5%	5.6%	10.4%	4.1%	3.9	-13.9%	2.1%	-1.4%	i
Nc1cc(=O)[nH]c(SCC(=O)N2CCC(Cc3ccccc3)CC2)n1	-0.3%	-14.1%	-23.5%	0.2%	25.7	?	22.9%	-5.7%	i
O=C(COC(=O)c1cccc(O)c1)Nc1ccc(N2CCOCC2)cc1	-0.7%	/	0.4%	-0.7%	1.1	5.7%	-5.0%	-13.0%	i
Cc1cc(Nc2cccc(Cl)c2)n2ncnc2n1	3.5%	6.6%	8.4%	2.2%	2.4	-13.0%	-1.7%	2.7%	i
Cc1ccc(N2CCN(Cc3nnc(-c4ccc5c(c4)OCO5)o3)CC2)c(C)c1	0.5%	4.2%	20.6%	1.8%	/	2.7%	/	-6.7%	i
COC(=O)C1C(=O)C(C(=O)c2ccc([N+](=O)[O-])cc2)C(=O)CC1(C)C (stereo not given)	0.0%	10.5%	-10.0%	-4.7%	-4.6	-6.7%	5.7%	-2.3%	i
O=C(C[n+]1ccc(C(=O)N/N=C/c2ccc(OCc3ccccc3)cc2)cc1)c1ccccc1	0.5%	31.5%[activator]	-2.0%	10.3%	-7.8	9.4%	2.6%	-7.2%	i
Clc1ccc(CO/N=C2\CCCc3nonc32)cc1	3.2%	22.2%	22.1%	0.7%	1.5	?	9.8%	12.8%	i
Cc1cc2nn(-c3ccc(F)cc3)nc2cc1NC(=O)c1ccc(OC(C)C)cc1	-0.9%	12.8%	-0.6%	-1.9%	/	1.8%	/	-2.8%	i
CC1CCCN(C(c2ccccc2)c2sc3ncnn3c2O)C1 (stereo not given)	0.3%	-9.4%	-10.6%	10.7%	-21.6	-9.8%	2.4%	-18.8%	i
COc1ccccc1NC(=O)c1ccc(NS(=O)(=O)c2c(C)noc2C)cc1	-0.4%	2.7%	-9.7%	-3.0%	8.9	-10.4%	4.1%	-3.3%	i
O=C(Cn1c(-c2ccco2)nc2ccccc21)N1CCCCC1	0.4%	-36.3%	51.2%[activator]	-18.1%	?	-17.2%	-3.2%	0.7%	i
O=C(NCc1ccccc1)c1ccc(NC(=O)c2ccco2)cc1	-0.7%	0.4%	-19.2%	6.2%	9.1	-3.4%	6.1%	-1.4%	i
O=C(CSCc1ccc(F)cc1)Nc1ccccc1	0.2%	22.8%	-2.5%	0.6%	19.3	9.2%	1.2%	0.0%	i

Next section; it opens with the 2 that closed the last part.
SMILES	Nrf2 ARE act	ATXN2 expr inh	TGFb inhibitor	A549 viability	IL1B secr inh	Nrf2 block	MCF10A rerep	HepG2 viability	S2 tox
O=C(NCc1ccccc1)c1ccc(NC(=O)c2ccco2)cc1	-0.7%	0.4%	-19.2%	6.2%	9.1	-3.4%	6.1%	-1.4%	i
O=C(CSCc1ccc(F)cc1)Nc1ccccc1	0.2%	22.8%	-2.5%	0.6%	19.3	9.2%	1.2%	0.0%	i
Cc1ccc(NC(=O)c2ccc(CNS(=O)(=O)c3ccc4c(c3)C(C)(C)C(=O)N4C)cc2)cc1F	0.4%	/	-7.0%	-18.9%	/	23.1µM*	/	-13.7%	/
Cc1ccc2c(CC(=O)Nc3ccc(N4CCN(C)CC4)cc3C)coc2c1	3.2%	11.7%	21.1%	/	0.0	7.0%	?	-37.1%	?
Cc1ccc2oc(C(=O)N(C)Cc3ccc(C)o3)c(C)c2c1	25.3%	17.1%	7.3%	3.0%	0.0	5.5%	23.1µM*	-16.9%	i
Cc1ccc(NC(=O)Cn2c(C)cc(C)c(C#N)c2=O)cc1F	0.1%	/	-1.3%	-1.9%	/	/	/	-7.8%	/
O=C(/C=C/c1ccco1)NCC1(c2ccccc2)CCCC1	?	5.4%	0.0%	-1.7%	-4.4	12.6%	20.2%	-2.7%	i
Cc1ccc2[nH]c(=O)c(C(c3nnnn3C3CCCC3)N3CCCc4ccccc43)cc2c1 (stereo not given)	2.8%	37.3%	8.2%	/	0.0	?	?	2.8%	i
Cc1ccc(NC(=O)Cc2nnc(SCC(=O)NC3=NCCS3)n2C)cc1	0.1%	23.2%	-5.3%	-4.1%	17.3	5.0%	-17.8%	5.5%	i
COc1ccc(S(=O)(=O)n2nc(-c3ccc(Cl)cc3)cc2N)cc1	0.2%	-34.0%	12.6µM*	-7.5%	-11.5	?	?	-18.4%	?
CCCCN(C=O)c1c(CC)nc2c(OCCC3CCCCC3)cccn12	-0.2%[9.22 µM]	?	?	/	-56.6*	/	/	-77.1%	?
Brc1cccc(C=Nc2cccc3ncccc23)c1	0.5%	/	6.0%	16.1%	27.3	3.3%	1.8%	-14.9%	i
CCC(NS(=O)(=O)c1cccs1)c1ccc(C)cc1 (stereo not given)	-0.8%	-6.9%	-4.7%	1.4%	34.4	7.4%	-1.2%	0.9%	i
COc1ccc2cc(CN(Cc3ccco3)C(c3nnnn3C3CCCCC3)C(C)C)c(=O)[nH]c2c1 (stereo not given)	5.4%	-3.3%	-5.1%	8.6%	3.9	/	16.9%	1.5%	i
CC(NC(=O)c1cccs1)c1ccccc1 (stereo not given)	-0.8%	/	0.6%	10.4%	-9.7	15.7%	13.3%	-7.1%	i
COc1ccc(C(=O)N2CCN(S(=O)(=O)N3CCOCC3)CC2)cc1OC	-0.8%	12.7%	0.0%	22.4%	0.0	/	1.8%	6.0%	i
CCc1ccccc1NC(=O)Cn1cc(S(=O)(=O)N2CCCC2)c(S(=O)(=O)N2CCCC2)c1	3.7%	12.3%	-15.1%	-3.5%	/	24.7%	/	-0.6%	i
CCNS(=O)(=O)c1ccc(C(=O)Nc2ccccc2)cc1	-0.3%	20.8%	7.3%	-2.6%	-17.9	/	-5.8%	-0.8%	i
Cc1ccsc1C(=O)C1CCCN(Cc2cccn2-c2ccc(Cl)cn2)C1 (stereo not given)	2.1%	/	?	0.3%	-76.4*	-6.2%	?	-29.2%	?
COc1cc(C)nc(N2CCCC(C(=O)NCC(C)C)C2)n1 (stereo not given)	-0.4%	1.5%	-0.4%	-1.4%	21.6	/	0.2%	3.4%	?
Cc1ccc(C)c(CN2C(=O)c3ccccc3Sc3ccc(C(=O)NCCCOC(C)C)cc32)c1	6.6%	/	?	-21.6%	/	/	/	-24.3%	/
Cc1ccc(CS(=O)(=O)CCC(=O)NCc2ccc3c(c2)OCO3)cc1	-0.4%	4.7%	-2.6%	-6.7%[1.84 µM]	-26.3	18.5%	-1.8%	-6.9%	i
O=C(Cn1c(O)c(/C=C2\C=Nc3ccccc32)sc1=O)Nc1ccc2c(c1)OCO2	-0.5%	?	1.6%	-12.1%	-10.7	-23.9%	-5.8%	-26.8%	i
Oc1ccc(Cl)cc1/C=N/c1nccs1	4.0%	42.8%[activator]	?	-4.9%	12.9	/	-10.8%	-27.6%	i
CC(C)CC1C(=O)N(Cc2cn(Cc3ccco3)nn2)CCS(=O)(=O)N1Cc1ccc(-c2ccncc2)cc1 (stereo not given)	2.5%	?	5.2%	/	?	/	/	-46.2%	?
CN(Cc1ccccc1)S(=O)(=O)c1ccc2[nH]cc(C(=O)NCC3CCCO3)c(=O)c2c1 (stereo not given)	0.9%	13.5%	?	2.9%	2.1	6.0%	-5.4%	-7.9%	i
O=C(O)CNC(=O)c1ccccc1NC(=O)c1ccco1	0.9%	0.8%	3.9%	2.0%	23.6	19.3%	-0.5%	2.6%	i
Cc1cc(C(=O)O)c(=O)[nH]c1C	-0.6%	-7.4%	1.4%	0.6%	-6.5	8.3%	-0.7%	-40.5%	i
COc1ccc(Cn2c(C(=O)O)c(CNCC(C)c3ccccc3)c3ccc(OC)cc32)cc1 (stereo not given)	5.8%	2.3%	-37.8%	?	/	-1.5%	/	-18.6%	?
O=C(OCc1cnc(Cl)s1)c1cccc(Cl)c1Cl	0.9%	-5.2%	-2.4%	-1.7%	-6.1	-5.1%	-4.8%	20.1%	i
O=C(Cn1c(-c2ccccc2)c[n+]2ccsc12)c1ccc([N+](=O)[O-])cc1	2.7%	-17.7%	?	-13.3%	5.9	10.1%	18.4%	-32.2%	i
CCOc1ccc(NC(=O)c2ccc3snnc3c2)cc1	3.8%&3.0%	30.6%&33.3%	3.9%&0.0%	-2.2%&-4.8%	-16.3	24.7%	-1.9%	-10.5%&11.0%	i
COc1ccc(S(=O)(=O)NCC(c2ccc3c(c2)OCO3)N2CCOCC2)cc1C (stereo not given)	-0.8%	7.0%	-10.6%	1.1%	-3.8	12.1%	18.5%	-6.2%	i
Cc1nn(C)c(C(=O)N/N=C/c2ccncc2)c1Cl	-0.1%	2.5%	15.1%	-4.4%	4.1	7.1%	-0.6%	5.3%	i
CC(=O)Nc1ccc(S(=O)(=O)Nc2nc3ccccc3nc2N2CCCC2)cc1	-0.2%	-6.0%	-1.8%	-0.1%	0.0	/	-5.4%	2.5%	i

Screening results as filed in PubChem.
